FBPA Giardia inh: Giardia lamblia aldolase inhibition; A8B2U2; Potency, µM (highest dose often 59.6 µM), inactives show at the highest dose activity, negative = inhibition, hits mostly inhibitors; hit rate 0.71% among 290,000; purified Giardia FBPA; further: potency means the concentration at half of the fitted maximal effect; nearly all actives have a fitted effect of over 55% in size
Target sequence (A8B2U2 whole entry, looked up): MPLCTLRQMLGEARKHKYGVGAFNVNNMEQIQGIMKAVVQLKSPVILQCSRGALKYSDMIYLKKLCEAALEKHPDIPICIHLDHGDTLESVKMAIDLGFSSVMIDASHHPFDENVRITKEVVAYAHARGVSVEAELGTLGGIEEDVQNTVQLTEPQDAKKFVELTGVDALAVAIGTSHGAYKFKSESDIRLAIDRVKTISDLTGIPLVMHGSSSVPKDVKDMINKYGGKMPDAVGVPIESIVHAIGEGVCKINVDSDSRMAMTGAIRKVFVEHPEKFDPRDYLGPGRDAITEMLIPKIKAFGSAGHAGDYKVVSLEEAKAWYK
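40 nM FBPA preincubated 10 min at RT with compound (up to 57.5 uM final), then substrate plus GAPDH/TPI/NAD/arsenate coupling and diaphorase/resazurin added. Fluorescence read after 20 min at RT, 525/598 nm.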
AmpC inh no detg: inhibitors of E. coli AmpC beta-lactamase without detergent; P00811; AmpC nitrocefin hydrolysis, absorbance 480 nm, 0.0001% Triton; Potency, µM (titrated, usually from 57.1 µM), without a hit: at the highest dose activity change, negative = inhibition, usual class: inhibitors; hit rate 0.52% among 330,000; AID 485341;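 further: potency means the concentration at half of the fitted maximal effect; plate controls were no compound for no effect and no enzyme for full effect; nearly all actives have a fitted effect of over 20% in size; some results filed as inactive show a strong effect at the top dose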
Target sequence (P00811 whole entry, looked up): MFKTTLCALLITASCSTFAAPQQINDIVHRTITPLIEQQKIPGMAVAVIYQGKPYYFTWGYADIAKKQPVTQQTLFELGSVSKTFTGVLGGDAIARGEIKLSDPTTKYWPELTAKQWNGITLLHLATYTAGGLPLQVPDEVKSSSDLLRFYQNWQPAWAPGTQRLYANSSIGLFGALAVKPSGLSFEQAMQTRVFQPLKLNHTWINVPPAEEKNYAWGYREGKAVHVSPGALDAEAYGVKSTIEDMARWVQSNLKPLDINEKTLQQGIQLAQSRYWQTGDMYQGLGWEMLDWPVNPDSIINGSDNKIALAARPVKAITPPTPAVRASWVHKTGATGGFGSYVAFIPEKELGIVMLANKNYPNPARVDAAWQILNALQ
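AmpC (5.3 nM in the dispensed reagent) in 20 mM phosphate pH 7.0 with 0.01% (detergent screen) or 0.0001% Triton X-100 was preincubated with compounds for 15 min at room temperature. Nitrocefin was then added from an 800 uM solution, and hydrolysis was followed at 480 nm.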
AMA1 RON2 block: inhibitors of Plasmodium falciparum AMA1-RON2 interaction; hit rate 0.2% among 360,000; AlphaScreen AMA1-biotinylated RON2 peptide binding; AID 720542; Potency, µM (top dose mostly 58.2 µM), for inactives: at the top dose activity change, negative = inhibition, hits mostly inhibitors;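 further: potency means the concentration at half of the fitted maximal effect; 0% = vehicle wells and -100% = peptide control; nearly all actives have a fitted effect of over 45% in size; some results filed as inactive show a strong effect at the top dose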
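AMA1 (3D7) with his tag at 25 nM final met compounds first, then biotinylated RON2 peptide at 25 nM; detection used donor plus acceptor beads, 10 µg/mL apiece, read by AlphaScreen after 30 min at room temperature.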
AmpC inh detg: inhibitors of E. coli AmpC beta-lactamase with detergent. P00811. AmpC hydrolysis of nitrocefin, absorbance 480 nm, 0.01% Triton. Potency, µM (top dose mostly 114 µM), for the others: top-dose activity change, negative = inhibition, hits mostly inhibitors. hit rate 0.041% among 370,000. AID 485294;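 further: potency means the concentration at half of the fitted maximal effect; 0% = no-compound wells and -100% = no-enzyme wells; nearly all actives have a fitted effect of over 25% in size; some results filed as inactive show a strong effect at the top dose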
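AmpC (5.3 nM in the dispensed reagent) in 20 mM phosphate pH 7.0 with 0.01% (detergent screen) or 0.0001% Triton X-100 was preincubated with compounds for 15 min at room temperature. Nitrocefin was then added from an 800 uM solution, and hydrolysis was followed at 480 nm.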
Sm TGR inh: inhibitors of Schistosoma mansoni thioredoxin glutathione reductase; Q962Y6; purified TGR, DTNB reduction, TNB absorbance 405 nm; Potency, µM (series often up to 114 µM), for inactives: at the highest dose activity change, negative = inhibition, actives largely listed as inhibitors; hit rate 3% among 360,000; AID 485364; further: potency means the concentration at half of the fitted maximal effect; nearly all actives have a fitted effect of over 60% in size
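TGR 20 nM + NADPH 100 uM (dispensed conc.), cpd preinc 15 min RT; start with NADPH (500 uM addition) then DTNB (15 mM addition). Kinetic TNB absorbance, 405 nm filter. Four-parameter Hill fit across titration.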
HCMV inh: inhibitors of human cytomegalovirus | HFF cells, HCMV-luciferase reporter, 72 h; hits give low values | activity change, negative = inhibition, % at 57.5 µM | hit rate 4.5% among 410,000; in the data active means activity change below about -60%; inconclusive means no clear call, values can overlap the other calls; inactive means above about -39%
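HFF cells seeded 16 h at 37C, treated with compounds, infected with luciferase-reporter HCMV at MOI 1 PFU/cell; luciferase read at 72 h post infection, normalized to buffer-only and Salinomycin controls.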
Starred values were filed as active, the others as inactive; ? = inconclusive; · = no result given; & = joins results of further samples; [ ] = dose if it differs, or a comment. Unless noted, the call rests on the fitted dose curve; in most records, active means well fitted curve in the direction sought with a large enough effect; inconclusive means small, poorly fitted or top-dose-only effect, or another doubt; inactive means no such curve, though single readings can be large; an effect the other way counts as inactive or inconclusive. Unless noted, on the % scale 0 is the no-effect control and ±100 the full control effect.

SMILES	FBPA Giardia inh	AmpC inh no detg	AMA1 RON2 block	AmpC inh detg	Sm TGR inh	HCMV inh
Cc1ccc(CSc2nc3ccncc3n2Cc2nc(-c3ccc(Cl)cc3)oc2C)cc1	·	·	·	17%	2%	37
O=C(COC(=O)c1cc(-c2ccccc2)nc2ccccc12)NCC1CCCO1 (stereo unspecified)	2%	91%[activator]	6%	2%	11%	-10
CC1=C(C(=O)Nc2ccccc2C)C(c2cccs2)NC(=S)N1 (stereo unspecified)	3%	-29%	-6%	-13%	1%	-28
Cc1ccccc1-n1c(SCc2ccccn2)nc2n[nH]c(C)c2c1=N	-4%	70%[activator]	-6%	-6%	-4%	-13
CC(=O)Nc1ccc(Sc2ccccc2C(=O)O)c(C(=O)O)c1	-1%	8%	-1%	1%	0%	4
Cc1[nH]c2ccc(C(=O)N3CCN(c4ccccn4)CC3)cc2c1C	1%	-10%	-19%	-5%	?	4
Cc1cc(CSc2ccccc2C(=O)O)on1	0%	-10%	-8%	-15%	-11%	22
CCC(CC)C(=O)Nc1cccc(C(=O)Nc2nccs2)c1	5%	-29%	14%	-15%	0%	-8
CC(C)(C)n1nc(-c2ccc(Cl)cc2)c2c(N)ncnc21	0%	-13%	-1%	-7%	-27%	?
CSCC[C@H](NC(=O)[C@@H]1Cc2ccccc2CN1)C(=O)NC[C@H]1CC[C@H](C(=O)O)CC1	9%	-11%	49%[activator]	9%	3%	3
CCOC(=O)c1ccc(N=Cc2nc3ccccc3n2C)cc1	14%	-1%	20%	-1%	-2%	-13
CC(=O)N1CCc2cc(S(=O)(=O)CCC(=O)NCc3ccc(Cl)cc3)ccc21	-4%	24%	9%	-1%&-3%	-28%&-19%	-8&-32
COc1cccc(NC(=O)Nc2cc(C)ccc2OC)c1	-13%	-26%	-12%	7%	4%	?
O=C(OC1CCCCC1=O)c1cc(Cl)ccc1[N+](=O)[O-] (stereo unspecified)	1%	-36%	-11%	0%	-15%	?
CC12OC1C1(O)CCCC1=CC2=O (stereo unspecified)	5%	-5%	·	?	-17%	·
O=S(=O)(c1ccc(NC(=S)NN=C(Cc2ccccc2)Cc2ccccc2)cc1)N1CCOCC1	-10%	-50%	64%[activator]	2%	0%	-33
CCCCCn1c(N)c(-c2nc3ccccc3o2)c2c([N+](=O)[O-])nn(CC)c(=O)c21	-10%	-21%	0%	6%	4%	?
O=C(C1CC(c2ccc(F)cc2)=NO1)N1CCCCC1 (stereo unspecified)	-5%	-9%	10%	1%	-17%	49
Cc1ccc(/C=C2/C(=O)NC(=O)N(CCc3ccc(F)cc3)C2=O)o1	8%	-36%	-3%	-2%	?	173
CN1CCN(Cc2ccc(-c3ccc(Cl)cc3)o2)CC1	-6%	0%	-27%	-3%	?	-9

Profiles as entered above. Screens in order: FBPA Giardia inh, AmpC inh no detg, AMA1 RON2 block, AmpC inh detg, Sm TGR inh, HCMV inh
`O=S(=O)(c1ccc(NC(=S)NN=C(Cc2ccccc2)Cc2ccccc2)cc1)N1CCOCC1` is listed as -10%, -50%, 64%[activator], 2%, 0%, -33
`CCOC(=O)c1ccc(N=Cc2nc3ccccc3n2C)cc1` is listed as 14%, -1%, 20%, -1%, -2%, -13
`CCCCCn1c(N)c(-c2nc3ccccc3o2)c2c([N+](=O)[O-])nn(CC)c(=O)c21` is listed as -10%, -21%, 0%, 6%, 4%, ?
`CC12OC1C1(O)CCCC1=CC2=O` (stereo unspecified) is listed as 5%, -5%, ·, ?, -17%, ·

Following part
SMILES	FBPA Giardia inh	AmpC inh no detg	AMA1 RON2 block	AmpC inh detg	Sm TGR inh	HCMV inh
Cc1ccc(-n2nc(C)cc2Nc2ncc(Cl)cc2Cl)cc1	0%	24%	14%	1%	-3%	16
Cc1ccc2c(=O)cc(C(=O)Nc3cccc(Cl)c3C)oc2c1C	·	·	·	11%	2%	39
O=C1c2cccc3cccc(c23)C(=O)N1CCN1CCN(C(=S)Nc2ccccc2)CC1	1%	-17%	-7%	-15%	-2%	-34
CCOC(=O)CSc1nc2ccc(NC(=O)c3ccccc3)cc2s1	·	·	·	-1%	-8%	17
CCCCc1nc(SCC(=O)Nc2nnc(C(C)C)s2)n[nH]1	·	-22%	6%	0%	-4%	65
CCn1c(SCC(=O)NCC2CCCO2)nnc1-c1c[nH]c2ccccc12 (stereo unspecified)	-1%	-2%	0%	?	-4%	-4
CN(CC(=O)Nc1ccc(F)c(F)c1F)C(=O)C1CCCCC1	·	-21%	-1%	·	·	-23
COc1cccc(OCCNc2ccc([N+](=O)[O-])cn2)c1	·	-26%	4%	-4%	-8%	-21
COc1cccc(C(=O)N2CCN(S(C)(=O)=O)CC2)c1	3%	-18%	0%	-1%	1%	-31
O=C(O)COc1ccc2occ(C(=O)c3ccccc3)c2c1	29%	-9%	-5%	2%	2%	·
Cc1ccc(-c2c3c(=O)n(C)c(=O)n(C)c3cn2-c2ccccc2O)cc1	?	-18%	20%	?	-27%	91
COc1ccc(C(O)CNc2ccc(C)cc2)cc1 (stereo unspecified)	-1%	-1%	?	?	?	5
O=C(C1=C[C@@H](c2ccc(C(F)(F)F)cc2)C[C@@H](OCCCCO)O1)N1CCOCC1	-5%	111%[activator]	-3%	9%	?	20
C=CC[C@@H](CC(=O)NCCO)C(=O)N[C@H](C)COC(=O)[C@@H](CC=C)Cc1ccc(F)cc1	·	168%[activator]	52%[activator]	·	·	-4
CC(CNC(=O)c1ccco1)NC(=O)c1ccco1 (stereo unspecified)	2%	-12%	0%	-6%	-8%	-7
O=C(c1ccccc1)N(Cc1ccccc1)c1ccccn1	3%	-8%	0%	-13%	-25%	10
CN(C)CC(C)(C)CNS(=O)(=O)c1ccc(Cl)cc1	-5%	-24%	-4%	3%	2%	47
O=C(Nc1ccc(N2CCOCC2)cc1)c1ccc(S(=O)(=O)NCc2ccco2)cc1	7%	-9%	-7%	11%	-1%	0
O=C(c1ccc(Br)s1)N1CCN(Cc2ccc3c(c2)OCO3)CC1	0%	22%	0%	-6%	-13%	-10
COc1ccccc1CN(Cc1cccnc1)S(=O)(=O)c1ccc(-n2cnnn2)c(OC)c1	-9%	103%[activator]	-5%	0%	6%	-26
Cc1sc2ncn(CC(=O)OC(C)C(=O)NC(C)(C)C)c(=O)c2c1C (stereo unspecified)	0%	22%	-13%	-5%	0%	37
O=C(c1c[nH]c(C(=O)N2CCN(c3ccccc3F)CC2)c1)c1cccc(Cl)c1Cl	-5%	27%	29%	9%	·	-19
CCOC(=O)N1CCN(C(=O)CN(c2cccc(C)c2)S(=O)(=O)c2ccccc2)CC1	3%	74%[activator]	-5%	?	3%	-6
COC(=O)CSc1nc(NC#N)nc(NC(C)(C)C)n1	-2%	-16%	8%	-7%	-2%	12
Cc1nc2ccc(S(=O)(=O)NC(CC(C)C)C(=O)N3CCN(c4ccc(F)cc4)CC3)cc2s1 (stereo unspecified)	·	·	·	1%	-14%	-7
Cc1ccc(NC(=O)CSc2nnc(-c3ccncc3)o2)cc1	-2%	-5%	41%[activator]	?	14%	35
CCOC(=O)Cc1c(C)nc2c(-c3cccc(Br)c3)c[nH]n2c1=O	0%	-26%	84%[activator]	?	0%	-93*
O=C(CN1CCCC1)Nc1ccc(S(=O)(=O)N2CCCCC2)cc1	5%	-17%	-6%	4%	0%	-23
COc1ccc(Cn2nnnc2C(c2ccccc2Cl)N2CCN(C)CC2)cc1 (stereo unspecified)	-10%	26%	2%	15%	-3%	-63*
Cc1ccccc1CN1c2ccccc2S(=O)(=O)c2ccccc21	·	·	·	26%	6%	0
CC(C)[C@H](NC(=O)N1CC(=O)Nc2ccccc21)C(=O)N1CCC(C(=O)O)CC1	·	-15%	-1%	2%	-13%	-32
CCOC(=O)c1cc(CC)sc1NC(=O)COC(=O)c1cnccn1	·	5%	15%	-3%	4%	-20
CCc1ccc(/C=N/NC(=O)c2nnn(-c3nonc3N)c2CN2CCOCC2)cc1	·	43%	6%	3%	-13%	?
O=C(O)c1cc(N/N=C/c2ccc(-c3ccccc3)cc2)ccc1Cl	0%	-40%	-21%	-7%	-19%	131
COc1ccc(N2C(N)=C(C#N)C(c3cc(CN4CCOCC4)cs3)C3=C2CCCC3=O)cc1 (stereo unspecified)	·	·	·	8%	-13%	-1
COC(CNC(=O)c1ccc2c(=O)n(Cc3ccc4c(c3)OCO4)c(=S)[nH]c2c1)OC	-10%	-1%	20%	4%	0%	-35
CCOc1ccc(-n2nnc3c(=O)n(CC(=O)N4CCCc5ccccc54)cnc32)cc1	1%	-23%	6%	-7%	1%	8
Cc1c(CCNC(=O)c2ccc(C(F)(F)F)cc2)sc2nc(-c3ccc(F)cc3)nn12	·	·	·	2%	2%	34
Cc1ccc(N2C(=O)C(Cc3ccccc3)NC2=S)cc1 (stereo unspecified)	-6%	-45%	23%	-5%	0%	37
Cc1nn(-c2ccccc2)c(OC(=O)c2ccccc2)c1S(=O)(=O)c1ccccc1	·	·	·	-2%	-9%	3
CC(=O)c1nc(N2C(=O)CC(Cc3cccc(C)c3)C2=O)sc1C (stereo unspecified)	-2%	-24%	17%	1%	5%	-11
Cc1ccc(S(=O)(=O)CCC(=O)OCC(=O)N2CCc3ccccc32)cc1	-1%	-1%	-10%	?	0%	5
COC(=O)c1c(NC(=O)CCCOc2ccccc2C)sc2c1CCC2	·	·	·	14%	1%	13
Nc1nc(Nc2cccc(Cl)c2)nc(NCc2ccco2)c1[N+](=O)[O-]	-7%	-51%	-3%	14%	-26%	40
CCCC[C@]12Cc3cc(OC)c(OC)cc3C(O1)C1=C(O2)C(=O)c2ccccc2C1=O	?	-14%[11.4 µM]	·	?	?	·
CCCCN(CCCC)C(=O)c1nsnc1-c1ccccc1O	4%	-18%	3%	?	-21%	-20
CNC(=O)NC(=O)COC(=O)c1cccc(S(=O)(=O)N2CC3(C)CC2CC(C)(C)C3)c1 (stereo unspecified)	·	52%	-1%	0%	-3%	-13
C[C@H](NC(=O)Nc1ccc2c(c1)OCCO2)C(=O)O	?	-5%	10%	?	1%	-24
CCN=C1SC(CC(=O)NC2CCCCC2)C(=O)N1CC (stereo unspecified)	5%	-11%	-7%	-2%	0%	-1
COc1ccc(Cl)cc1Nc1ncnc2sc(C)c(S(=O)(=O)N3CCC(C)CC3)c12	7%	-20%	-22%	-3%	-4%	-36
CSc1nsc(SCC(=O)Nc2ccc(C(N)=O)cc2)n1	8%	-16%	-23%	2%	1%	118
Cc1ccccc1OCC(=O)NNC(=O)CCc1ccccc1	1%	-14%	115%[activator]	7%	·	-18
COc1ccc(CCC(=O)Nc2ccc(Br)cn2)cc1	-2%	-12%	-4%	-7%	2%	4

3 compounds picked at random from those above, as already listed:
SMILES	FBPA Giardia inh	AmpC inh no detg	AMA1 RON2 block	AmpC inh detg	Sm TGR inh	HCMV inh
C[C@H](NC(=O)Nc1ccc2c(c1)OCCO2)C(=O)O	?	-5%	10%	?	1%	-24
Cc1ccc(S(=O)(=O)CCC(=O)OCC(=O)N2CCc3ccccc32)cc1	-1%	-1%	-10%	?	0%	5
CCN=C1SC(CC(=O)NC2CCCCC2)C(=O)N1CC (stereo unspecified)	5%	-11%	-7%	-2%	0%	-1
